MC4R antag cAMP: blocks human MC4R cAMP signaling; 360,000 compounds, 0.48% hits; P32245; MC4R-expressing cells, MTII-stimulated cAMP, LANCE TR-FRET; inhibition, % at 6.5 µM;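 active = inhibition above its plate's cutoff, the mean of tested wells on that plate plus 3 SD, cut at about 29% in these data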;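 also: 0% = Melanotan II alone and 100% = Melanotan II plus saturating MCL0020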
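System: U2OS cells stably expressing human melanocortin 4 receptor (MC4R). Reagent: Melanotan II challenge after compound preincubation. Doses: 6.5 µM. Times: 30-min compound, 1-h challenge, 1-h detection, room temperature. Measured by: TR-FRET with Eu-cAMP and labeled anti-cAMP, 671 nm. Replicates: singlicate.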
ABCB6 inh 2: inhibitors of human ABC transporter ABCB6 | 360,000 compounds, 0.19% hits | AID 602162 | fluorescence ratio to DMSO, % at 10 µM | Q9NP58 | K562-ABCB6 porphyrin accumulation, flow cytometry, 1 h; active compounds read low;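 active = fluorescence ratio to DMSO below 75%, the collection mean minus 3 SD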;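 also: signal is porphyrin accumulated inside mitochondria; 100% equals median channel fluorescence of DMSO control wells; lower ratio means ABCB6 inhibition with less porphyrin fluorescence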
Target sequence (Q9NP58 whole entry, looked up): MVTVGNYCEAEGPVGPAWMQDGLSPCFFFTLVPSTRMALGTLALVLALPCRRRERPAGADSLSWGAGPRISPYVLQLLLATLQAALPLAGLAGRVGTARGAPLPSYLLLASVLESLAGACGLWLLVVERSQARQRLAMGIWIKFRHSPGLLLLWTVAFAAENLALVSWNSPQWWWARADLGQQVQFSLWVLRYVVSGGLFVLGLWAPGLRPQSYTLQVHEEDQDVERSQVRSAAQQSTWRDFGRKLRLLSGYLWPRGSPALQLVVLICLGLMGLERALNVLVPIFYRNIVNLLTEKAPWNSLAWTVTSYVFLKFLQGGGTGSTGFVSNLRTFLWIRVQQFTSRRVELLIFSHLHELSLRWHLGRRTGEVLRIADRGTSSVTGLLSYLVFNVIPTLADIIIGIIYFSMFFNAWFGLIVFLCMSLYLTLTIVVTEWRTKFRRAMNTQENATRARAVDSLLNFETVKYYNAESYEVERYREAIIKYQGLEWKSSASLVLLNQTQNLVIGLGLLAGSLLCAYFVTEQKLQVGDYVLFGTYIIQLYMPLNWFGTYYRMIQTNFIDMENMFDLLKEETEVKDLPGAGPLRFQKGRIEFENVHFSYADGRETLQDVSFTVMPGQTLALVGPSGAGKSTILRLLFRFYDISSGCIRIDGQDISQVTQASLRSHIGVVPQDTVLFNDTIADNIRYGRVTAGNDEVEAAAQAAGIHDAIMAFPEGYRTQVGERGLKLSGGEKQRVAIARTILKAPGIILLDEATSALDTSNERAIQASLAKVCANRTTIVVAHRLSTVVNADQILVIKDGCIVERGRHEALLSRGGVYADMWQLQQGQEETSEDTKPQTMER
N-glyco inh: N-linked glycosylation inhibition. 360,000 compounds, 0.23% hits. D54 ERlucT glycosylation luciferase reporter, 24 h; percent of 100 nM tunicamycin response. reporter increase, % at 12.5 µM;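 active = mean luciferase reporter signal, scaled so untreated is 0 and the glycosylation-blocking control 100, at or above a set limit in every replicate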;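 also: luciferase carries N-glycosylation sites so blocking glycosylation raises the light; 0% = median of neutral control wells and 100% = median of 100 nM tunicamycin wells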
iPSC survival up: enhancers of human iPSC single-cell survival | 360,000 compounds, 0.044% hits | survival enhancement, % at 20 µM | hiPSC single-cell survival, ATPlite luminescence; 100% = ROCK inhibitor wells, 0% = DMSO; in the data active = survival enhancement above about 18%;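 also: cells exposed to compounds for 16 hours before the ATP read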
MC4R barr agon: activates human MC4R beta-arrestin recruitment. U2OS MC4R beta-arrestin complementation, luminescence; percent of melanotan II response, DMSO zero. activation, % at 8.9 µM. 360,000 compounds, 0.98% hits. AID 540308;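 active = activation above a per-plate cutoff, the mean activation of sample wells on that plate plus 3 SD, cut at about 8% in these data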
ABHD5 PLIN5 PPI: ABHD5-PLIN5 protein interaction inhibition; inhibition, % at 4 µM; 360,000 compounds, 0.78% hits; Split G. princeps luciferase complementation, luminescence, 4 h; Q00G26+Q8WTS1;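 active = inhibition above the mean inhibition across every tested compound plus 3 SD, cut at about 22% in these data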;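 also: 0% = DMSO only wells and the 100% control is not disclosed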
aDG glyco act: alpha-DG glycosylation activation | Pro5-aDG cells, alpha-DG glycosylation AlphaScreen (IIH6); 0% Pro5, 100% B10-LARGE cell signal | activation, % at 10 µM | 360,000 compounds, 0.22% hits | AID 624168;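 active = activation of at least 8% versus controls, or a plate z-score of at least 8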;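 also: Pro5 are CHO cells carrying HIG-tagged alpha-DG that lacks glycosylation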
HTR2A ag: activates the mouse 5-HT2A serotonin receptor; CHO-K1 mHTR2A beta-arrestin complementation, luminescence; percent of 30 µM serotonin response; activation, % at 7.6 µM; 360,000 compounds, 0.66% hits; AID 624169;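 active = activation above a run cutoff, the mean activation of all tested compounds plus 3 SD, cut at about 14% in these data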;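 also: 0% = plate median of compound wells and 100% = 30 µM serotonin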
Exocytosis inh: lytic granule exocytosis inhibition; inhibition, % at 10 µM; 360,000 compounds, 0.66% hits; AID 651702; TALL-104 LAMP-1 surface exposure, flow cytometry; cells stimulated with thapsigargin and PMA;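 active = inhibition above about 55%, limit read from the data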
Cardio protect: myocardial damage modulation in H9c2 cells. H9c2 cardiomyocytes, H2O2 injury protection, ATPLite, 2 h. protection from H2O2 cell death, % at 20 µM. 360,000 compounds, 0.63% hits. AID 588492;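 active = compounds giving at least 50% protection of heart cells from peroxide-induced death in the single-dose screen, raw or plate-pattern-corrected value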;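 also: 0% = DMSO wells with peroxide and 100% = DMSO wells without peroxide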
Numbers without * were called inactive; . = not tested or not shown.

Start of the data: the first 2 entries as a preview:
SMILES	MC4R antag cAMP	ABCB6 inh 2	N-glyco inh	iPSC survival up	MC4R barr agon	ABHD5 PLIN5 PPI	aDG glyco act	HTR2A ag	Exocytosis inh	Cardio protect
COc1cccc(/C=N/NC(=O)c2[nH]c(C)c(C(=O)N/N=C/c3cccc(OC)c3O)c2C)c1O	-10	95	-4	-2.5	0.5	6	-0.2	4	2	32
Cc1ccc(NC2CCCN(C(=O)CCC(=O)c3ccccc3)C2)cc1C (stereo not drawn)	14	93	1	-0.5	-1.4	0	-0.2	2	-4	7

All compounds of this part, repeating the preview:
SMILES	MC4R antag cAMP	ABCB6 inh 2	N-glyco inh	iPSC survival up	MC4R barr agon	ABHD5 PLIN5 PPI	aDG glyco act	HTR2A ag	Exocytosis inh	Cardio protect
COc1cccc(/C=N/NC(=O)c2[nH]c(C)c(C(=O)N/N=C/c3cccc(OC)c3O)c2C)c1O	-10	95	-4	-2.5	0.5	6	-0.2	4	2	32
Cc1ccc(NC2CCCN(C(=O)CCC(=O)c3ccccc3)C2)cc1C (stereo not drawn)	14	93	1	-0.5	-1.4	0	-0.2	2	-4	7
Nc1ccc(-c2cn3cccnc3n2)cc1	3	106	1	1.4	1.5	6	0.0	-7	0	1
CC1(C)CC(NC(=O)c2cccc([N+](=O)[O-])c2)CC(C)(C)N1	2	97	2	0.1	0.1	4	-0.1	2	-6	-2
Cc1ccc(-c2nc(CS(=O)(=O)CC(=O)N3CCc4ccccc4C3)c(C)o2)cc1	-2	98	2	1.2	-0.9	7	0.1	3	-4	-33
CC(C)c1ccc(C(CC(=O)O)NC(=O)c2cccs2)cc1 (stereo not drawn)	22	100	2	1.9	3.5	-3	-0.1	6	2	-2
COc1ccccc1N(C)S(=O)(=O)c1ccc(C(=O)O)cc1	19	101	0	-0.7	0.0	3	-0.1	-3	1	2
Cc1ccc2oc(=O)c3cnn(CC(=O)N4CCCCCC4)c3c2c1	-5	95	5	0.6	-1.7	-12	0.3	-2	-4	10
Cn1cc(Cc2ccc(C(=O)NCc3ccccc3)cn2)c2ccccc21	7	99	0	1.8	-0.8	-2	-0.4	-7	-4	11
COc1ccc(NCC(O)COc2ccc(C(C)(C)C)cc2)cc1 (stereo not drawn)	1	96	0	0.2	3.7	-17	-0.3	-2	0	-16
COc1ccc(N2CCCC2=N)c(OC)c1	7	98	1	-0.6	0.1	9	-0.1	-2	-6	-2
O=C(Nc1cc([N+](=O)[O-])c2[nH]c(=O)c3ccccc3c2c1)C(F)(F)F	5	103	13	-0.9	-2.5	6	1.0	0	-16	42
C=CC(=O)NC(C)(C)Cc1ccccc1	2	100	0	-0.4	-2.6	2	0.0	-5	-2	0
O=C(COc1ccccc1C(=O)c1cnn(-c2ccccc2)c1)Nc1ccccc1	-4	97	-2	-3.2	-1.1	3	-0.4	2	0	-7
COc1ccccc1-c1n[nH]c2c1[C@H](C)CC[C@H]2C(C)C	10	99	0	4.1	1.4	-4	0.8	3	0	-20
Cn1c(=O)c2c(nc(NCc3ccc4c(c3)OCO4)n2Cc2ccccc2)n(C)c1=O	-5	95	-3	-2.8	3.4	4	0.5	-2	7	-33
CCN1C(=O)[C@H]2[C@@H](c3ccc(-c4ccc(F)cc4)c(OC)c3)N3CCCC[C@@]3(C(=O)OC)[C@H]2C1=O	10	102	-1	-1.8	-1.2	-8	0.7	-7	0	-9
CCOC(=O)c1ccc(NC(=O)CC2C(=O)N(c3ccccc3)C(=O)N2CCCOC)cc1 (stereo not drawn)	6	99	1	0.9	0.1	-2	0.1	-4	-3	2
N=c1n(CCN2CCCCC2)c2ccccc2n1CC(O)COc1ccccc1 (stereo not drawn)	3	95	-2	-6.1	-2.6	1	2.3	-9	2	-4
CCOC(=O)Cc1csc(NC(=O)c2c(-c3ccccc3)noc2C)n1	15	108	2	-0.5	-1.1	-6	0.0	-7	-3	0
Cc1cn([C@H]2C[C@H](O)[C@@H](CCC(=O)NC(c3ccccc3)c3ccccc3)O2)c(=O)[nH]c1=O	0	98	0	2.1	-2.8	-9	-0.2	1	1	20
Cc1ccc(N2CCN(c3ccc(C)cc3)C2c2cccnc2)cc1	11	95	1	-2.0	-0.2	1	-0.5	0	-4	-14
O=C(NC1CCN(Cc2ccccc2)CC1)c1cc(S(=O)(=O)Nc2ccc(F)cc2)ccc1Cl	8	95	-4	-0.1	-1.8	-13	0.7	-9	3	-1
Cc1nn(-c2nccs2)c2c1C(=O)CC(C)(C)C2Br (stereo not drawn)	6	106	6	3.0	-2.0	0	0.0	7	-1	-12
CCO[C@@H]1OC(C(=O)NCc2nc3ccccc3[nH]2)=C[C@H](C(C)(C)C)[C@H]1CCCO	-20	98	23	-2.9	0.1	-1	-0.3	-1	-2	-6
SMILES	MC4R antag cAMP	ABCB6 inh 2	N-glyco inh	iPSC survival up	MC4R barr agon	ABHD5 PLIN5 PPI	aDG glyco act	HTR2A ag	Exocytosis inh	Cardio protect
Cc1nnc(SCC(=O)Nc2ccccc2)[nH]c1=O	6	147	1	0.0	0.1	1	0.1	8	1	-2
CNC(=O)[C@@H]1C[C@H]1[C@@H](NC(=O)OCc1ccccc1)c1ccccc1	-3	94	12	-2.1	-1.7	0	0.0	-5	5	8
O=C1CS/C(=N/N=C\c2ccn[nH]2)N1	4	106	-1	0.0	-0.2	-2	-0.1	-2	-2	2
O=C(O)CCNC(=O)c1ccc(Br)o1	11	92	1	0.3	-1.1	3	1.6	-1	2	15
Cc1ccc[n+](/C(=C\C(=C=[N-])C#N)C(=O)c2ccc(Cl)cc2)c1	-5	95	2	0.2	-0.5	2	-0.3	17*	-1	-1
Cc1cc2cc(CNC(=O)c3ccc(S(=O)(=O)N4CCOCC4)cc3)ccc2[nH]1	18	92	-2	-0.6	-0.8	-4	-0.3	-6	-3	2
COc1cc(/C=C/C(=O)N2CCN(C)CC2)cc(S(=O)(=O)N2CCc3ccccc32)c1OC	-3	101	0	1.4	2.2	7	-0.1	8	-4	5
COC(=O)N1CCc2c(sc(NC(=O)C3=COCCO3)c2C#N)C1	-22	102	14	1.4	-2.3	1	0.0	-2	-2	-2
COc1cccc(CN(C)CC(=O)Nc2ccccc2C(=O)Nc2ccccc2)c1OC	-1	101	-5	-0.4	-2.6	2	-0.1	2	-2	3
COc1ccc(CNC(=O)C[C@@H]2C=C[C@@H](NS(=O)(=O)c3cccc(OC)c3)[C@@H](CO)O2)cc1	.	.	.	.	.	-6	0.2	-1	4	.
C[C@H](CO)N1C[C@H](C)[C@@H](CN(C)S(=O)(=O)c2ccc(C#N)cc2)OCc2cnnn2CCCC1=O	4	113	2	3.8	-0.3	-3	-0.3	7	0	8
CC(C)C(NC(=O)c1c(F)cccc1F)C(=O)NC1CC(C)(C)NC(C)(C)C1 (stereo not drawn)	1	102	-1	-0.1	-0.2	-8	0.0	-3	7	2
COc1ccc(Cn2c(=O)[nH]c3cc(C(=O)NCCCN4CCCCCC4)ccc3c2=O)cc1	10	102	-2	-0.5	-0.6	2	0.1	-4	-2	8
CC1(C(=O)NCc2cccc3ccccc23)CCN1Cc1ccc2ccccc2c1 (stereo not drawn)	13	97	-5	-1.5	-1.0	8	0.4	-7	11	-5
CC(C)(C)c1ccc(Oc2ccc(N)cn2)cc1	7	145	-1	-0.8	0.8	-8	-0.2	-5	-9	-2
COc1ccccc1C(=O)NNC(=S)NC(=O)c1sc2ccccc2c1Cl	11	100	8	2.8	-1.6	-3	1.2	-3	6	16
CCCNCc1cc(OCC)c(OCC(=O)Nc2ccccc2)cc1Br	9	100	-4	-0.6	-1.8	2	0.4	-7	-8	7
CC(Cl)C(=O)Nc1ccccc1C#N (stereo not drawn)	11	103	0	-0.7	2.2	-1	-0.1	0	3	10
CCC1(c2ccccc2)NC(=O)N(Cc2cccc([N+](=O)[O-])c2)C1=O (stereo not drawn)	13	99	-2	2.0	-2.6	2	0.1	0	-7	3
C=CCN1C(=O)C(CC(=O)Nc2ccccc2F)S/C1=N\c1nccs1 (stereo not drawn)	-1	98	-1	-0.4	-1.8	-2	-0.2	4	-2	1
Cc1cnc(C(=O)Nc2ccc(N3CCCCC3)cc2)cn1	-8	198	-7	1.2	-1.2	12	-0.2	2	1	-8
COc1ccc(N2CC(C(=O)Nc3nnc(Cc4ccccc4)s3)CC2=O)cc1 (stereo not drawn)	14	97	0	-0.6	-1.2	1	-0.1	0	10	6
COc1cc(OC)c(C(=O)Nc2ccc(C(=O)c3ccccc3)cc2)cc1OC	7	95	0	0.1	-1.8	4	0.2	-3	-4	2
O=C(CCNc1ccc(Cc2ccncc2)cc1)c1ccc([N+](=O)[O-])cc1	21	99	-3	1.0	-0.3	4	1.1	-2	90*	-8
O=C(O)CN1CCCC1=Nc1ccccc1	5	96	2	-2.7	-0.8	-3	-0.3	0	0	7
SMILES	MC4R antag cAMP	ABCB6 inh 2	N-glyco inh	iPSC survival up	MC4R barr agon	ABHD5 PLIN5 PPI	aDG glyco act	HTR2A ag	Exocytosis inh	Cardio protect
Cc1ccc(NC2=Nc3ccccc3CS2)cc1	-2	96	-15	-3.2	2.5	-10	0.0	-4	-3	-25
O=C(N/N=C\c1cn[nH]c1-c1ccccc1)c1cccs1	-33	99	-1	-0.5	-3.2	3	0.0	-1	6	6
CCC(=O)Nc1ccc(Br)cn1	20	96	1	2.5	-1.4	0	0.2	-3	-1	13
O=C(Nc1ccc(S(=O)(=O)Nc2nccs2)cc1)c1nn(-c2ccccc2)ccc1=O	0	98	1	5.7	-4.1	-12	-0.3	-1	11	-2
CS(=O)(=O)c1nc(S(=O)(=O)c2ccc(Cl)cc2)c(N2CCCCCC2)s1	5	90	1	-0.1	-1.9	-1	-0.4	5	-5	0
COc1ccc(OC)c(C(O)c2nc3ccccc3n2C(C)C)c1 (stereo not drawn)	4	97	-2	5.3	-0.3	3	0.0	-1	0	0
C=CCc1ccccc1OCC(=O)OCCNC(=O)c1cccnc1	4	95	0	5.1	-2.6	-7	-0.3	0	1	-3
CCc1ccc(N(C(=O)CNC(=O)c2ccco2)C(C(=O)NCC2CCCO2)c2ccccc2)cc1 (stereo not drawn)	12	92	2	1.7	1.4	2	0.2	2	2	3
CCC(C)[C@H]1CN=C(N)N1CCCc1cc(OC)c(OC)c(OC)c1 (stereo partly drawn)	1	101	0	-1.7	-1.0	16	-0.2	5	3	14
C/C(=N\NC(=O)c1ccc(-c2ccccc2)cc1)C1C(=O)c2ccccc2C1=O	2	102	-2	1.5	-2.0	-1	0.0	-1	8	-25
Cc1ccc(Nc2c(-c3cccnc3)nc3ccc(Br)cn23)cc1	6	98	1	-0.5	1.5	3	0.5	4	-1	-5
CC(C)(C)S(=O)N1Cc2cc(C(=O)Nc3ccc(-c4ccccc4)cc3)nc(-c3cccc(-c4cc5ccccc5o4)c3)c2[C@@H]1CCO (stereo partly drawn)	.	96	-7	-3.6	.	4	-0.3	1	1	2
CCOc1ccccc1N1CCN(S(=O)(=O)c2cccs2)CC1	10	100	-1	-0.7	-1.2	-6	0.0	0	-1	1
c1ccc(Cn2c(NCc3ccco3)nc3ccccc32)cc1	2	91	-2	0.5	1.2	0	0.2	-1	-4	7
Cc1nc(CS(=O)(=O)c2ccccn2)sc1C(=O)NNC(=O)c1c(F)cccc1Cl	2	102	0	0.9	-2.5	-4	0.4	-2	10	-1

Screens: PubChem, several laboratories
